Screens (PubChem BioAssay)
IMPase Li inh: qHTS Assay for Identifying the Cell-Membrane Permeable IMPase Inhibitors: Potentiation with Lithium | CHO-M1 cells, IP1 TR-FRET (IP-One), carbachol + lithium | Potency, µM (series often up to 59.4 µM), inactives show at the top dose activity, negative = IMPase inhibition, actives largely listed as inhibitors | hit rate 0.35% among 210,000 | AID 1457, 2008;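 note: IP1 builds up when IMPase is blocked and the TR-FRET signal falls; potency is the fitted concentration of half-maximal effect; plate controls were basal vehicle for no effect and high inhibitor control for full effect; nearly all actives have a fitted effect of over 50% in size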
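IP1 accumulation measured by competitive TR-FRET in lysed CHO-M1 cells after 30 min compound exposure at 37C, with a small lithium addition to potentiate weak responses. Hill-equation AC50 from ratio and donor-channel data.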
Luc counter: Counterscreen for Luciferase (Kinase-Glo TM) Inhibition; Kinase-Glo luciferase, ATP luminescence, 8 min; Potency, µM (doses to about 38.3 µM), without a hit: at the highest dose activity change, negative = inhibition, hits mostly inhibitors; hit rate 0.28% among 200,000; AID 1379, 2008; note: potency is the fitted concentration of half-maximal effect; % is set by controls: 0 for no effect and ±100 for the full control effect; nearly all actives have a fitted effect of over 60% in size
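Inhibition of Kinase-Glo luciferase light generation was assessed at 10 uM ATP in pH 7.2 imidazole buffer, with luminescence measured after eight minutes at ambient temperature.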
NPSR antag: qHTS Assay for Antagonists of the Neuropeptide S Receptor: cAMP Signal Transduction | Q6W5P4 | CHO-NPSR cells, cAMP TR-FRET, antagonist mode | Potency, µM (titrated, usually from 38.3 µM), for the others: at the highest dose activity change, negative = inhibition, usual class: inhibitors | hit rate 1% among 220,000; note: potency is the fitted concentration of half-maximal effect; % is set by controls: 0 for no effect and ±100 for the full control effect; nearly all actives have a fitted effect of over 50% in size; many of its hits are not listed in these tables
Target sequence (Q6W5P4 whole entry, looked up): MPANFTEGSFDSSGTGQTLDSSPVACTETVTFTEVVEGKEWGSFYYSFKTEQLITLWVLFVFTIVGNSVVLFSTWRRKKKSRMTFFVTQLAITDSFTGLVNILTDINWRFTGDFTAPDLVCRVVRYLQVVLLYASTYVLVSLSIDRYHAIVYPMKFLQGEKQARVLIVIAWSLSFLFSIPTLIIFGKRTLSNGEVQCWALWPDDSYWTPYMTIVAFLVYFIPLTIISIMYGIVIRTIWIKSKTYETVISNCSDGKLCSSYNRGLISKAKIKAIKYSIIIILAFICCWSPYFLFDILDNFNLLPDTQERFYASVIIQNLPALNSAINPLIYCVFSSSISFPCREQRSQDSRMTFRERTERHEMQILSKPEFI
CBFb RUNX1 block: qHTS Assay for Compounds Blocking the Interaction Between CBF-beta and RUNX1 for the Treatment of Acute Myeloid Leukemia; Runt-related transcription factor 1 (Homo sapiens) + Core-binding factor subunit beta …; AlphaScreen CBFb-His/RUNX1-biotin binding, biochemical; Potency, µM (doses to about 59.8 µM), inactives show at the top dose activity, negative = inhibition, actives largely listed as inhibitors; 230,000 tested, under 10 active; note: % of control where 0% means no effect
Target sequence (Q01196 whole entry, looked up): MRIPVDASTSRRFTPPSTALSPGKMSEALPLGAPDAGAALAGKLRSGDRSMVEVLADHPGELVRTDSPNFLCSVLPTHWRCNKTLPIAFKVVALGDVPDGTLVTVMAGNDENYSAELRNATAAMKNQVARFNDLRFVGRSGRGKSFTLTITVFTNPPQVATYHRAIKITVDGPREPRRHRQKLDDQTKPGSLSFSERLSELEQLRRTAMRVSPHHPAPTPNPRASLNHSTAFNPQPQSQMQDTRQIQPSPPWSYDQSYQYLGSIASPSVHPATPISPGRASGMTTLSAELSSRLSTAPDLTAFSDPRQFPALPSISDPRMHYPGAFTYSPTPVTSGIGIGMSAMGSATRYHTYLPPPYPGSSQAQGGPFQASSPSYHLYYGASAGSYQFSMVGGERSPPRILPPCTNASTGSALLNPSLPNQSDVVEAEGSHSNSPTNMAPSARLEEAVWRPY
Target sequence (Q13951 whole entry, looked up): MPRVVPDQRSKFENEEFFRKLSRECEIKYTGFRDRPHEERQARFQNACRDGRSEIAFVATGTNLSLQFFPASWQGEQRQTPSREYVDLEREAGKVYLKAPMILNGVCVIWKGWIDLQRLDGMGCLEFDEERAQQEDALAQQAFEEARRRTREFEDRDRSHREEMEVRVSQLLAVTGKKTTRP
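Bead-based AlphaScreen assay; binding partners His-tagged CBF-beta and biotinylated RUNX1 at 30 nM each. Compound exposure 15 min after a 20-min protein preincubation; bead step 90 min; all steps at room temperature.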
Epigenetic reg: Quantitative High-Throughput Screen for Regulators of Epigenetic Control; murine LDR cells, GFP reporter derepression, 30 h; Potency, µM (titrated, usually from 53.9 µM), inactives show at the highest dose GFP activation, actives largely listed as activators; hit rate 0.2% among 280,000; AID 1865, 2009; note: potency is the fitted concentration of half-maximal effect; % of control where 0% means no effect; nearly all actives have a fitted effect of over 60% in size
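Readout is the number of GFP-expressing murine LDR cells, counted by cytometry following washing. Cells were treated with compound for 30 h at 37 C; the stably integrated CMV-GFP locus is normally silent.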
Lamin A splicing: qHTS Assay for Modulators of Lamin A Splicing | HeLa LMNA splicing GFP/RFP minigene ratio, 48 h | Potency, µM (titrated, usually from 46.1 µM), for inactives: at the top dose ratio change, negative = inhibition, usual class: inhibitors | hit rate 0.01% among 200,000; active = well fitted inhibition curve with a large enough effect in the signal ratio, with a control signal flat, not every such curve was filed as active; inconclusive = small, poorly fitted or top-dose-only effect, or effect the other way, or a change in a side signal; the % refers to the signal ratio; note: potency is the fitted concentration of half-maximal effect; % is set by controls: 0 for no effect and ±100 for the full control effect
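Read-out is the ratio of GFP to DsRed2 object intensity, acquired by 488 nm laser-scanning cytometry on HeLa lamin A-EGFP minigene reporter cells. Compound incubation 48 hrs at 37 °C in Opti-MEM with 2% FBS; DMSO 0.5% final.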
HttQ103 aggreg: qHTS Multiplex Assay to Identify Dual Action Probes in a Cell Model of Huntington: Aggregate Formation (GFP); Potency, µM (doses to about 46.1 µM), inactives show at the top dose activity change, negative = inhibition, most hits filed as inhibitors; PC12 HttQ103-GFP aggregates, Acumen cytometry, 40 h; hit rate 1.1% among 220,000; AID 1688, 2009; note: potency is the fitted concentration of half-maximal effect; % is set by controls: 0 for no effect and ±100 for the full control effect; nearly all actives have a fitted effect of over 60% in size
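Steps: seed 1500 PC12 HTTQ103-GFP cells/well; add tebufenozide, 100 nM final; add compound titration; add ATPLite reagent; quantify GFP aggregates by laser scanning cytometry.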
* marks the source's active call; other numbers are inactive results; u = inconclusive; x = not tested or not shown; & = joins results of further samples; [ ] = remark or other dose. Unless noted, calls come from the whole dose curve; as a rule, active = well fitted curve in the direction sought with a large enough effect; inconclusive = small, poorly fitted or top-dose-only effect, or another doubt; inactive = no such curve, though single readings can be large; an effect the other way counts as inactive or inconclusive. Some of the compounds tested. The share of hits here may be higher or lower than overall.

Compound,IMPase Li inh,Luc counter,NPSR antag,CBFb RUNX1 block,Epigenetic reg,Lamin A splicing,HttQ103 aggreg
COCCOc1cc(NC(=O)c2sccc2Oc2ccc([N+](=O)[O-])cc2F)c(Cl)cc1Cl,-1%[38.3 µM],10%,u,-25%,-0.7%,-10%,-25%
Cc1[nH]c(=S)[nH]c(=O)c1Cc1ccc(OCC(C)C)cc1,5%,0%,u,0%,1.5%,12%[46 µM],3%[9.22 µM]
C[C@H](O)[C@@H](C(=O)N1CCN(C(=O)OC(C)(C)C)CC1)n1cc(CCCCNC(=O)OC(C)(C)C)nn1,-8%,x,-2%,8%,0.0%,x,11%[9.22 µM]
Cc1cccc(-c2nc3c(c(SCC(=O)N(C)C)n2)CCCC3)c1,19%,-2%,u,10%,1.3%,-1%,u
N/C(=N\O)C1COc2ccccc2O1 (configuration not stated),5%[38.3 µM],3%,-4%[46.1 µM],1%,-3.1%,8%,0%
Cc1ccccc1NC(=O)N1C2CCCC1CC(NC(=O)C(C)(C)C)C2 (configuration not stated),9%[38.3 µM],-1%,u,-2%,0.0%,-2%,-6%
O=C(NCCCl)Nc1cccnc1Cl,-6%,-3%,11%,9%,2.8%,-7%[46 µM],12%
Cc1ccc(NS(=O)(=O)c2ccc(C(=O)OCC(=O)NCC3CCCO3)cc2)cc1 (configuration not stated),-5%,2%,-2%,5%,2.4%,x,4%
O=C(O)C1CC=CCC1C(=O)Nc1cccc([N+](=O)[O-])c1 (configuration not stated),3%,1%,3%,1%,0.3%,x,18%[9.22 µM]
CCC(C)(C(=O)NC1CCCCC1)N(C(=O)C1CCC(=O)N1)c1ccc(C)cc1 (configuration not stated),11%[38.3 µM],-1%,-5%[46.1 µM],-1%,0.9%,1%,-6%
CCCc1cc(=O)oc2c(C)c(O)c(CN3CCCCC3)cc12,u,-3%,7%[46.1 µM],-4%,0.0%,-7%,-14%
Cc1ccc2[nH]c(=O)c(CN(Cc3cccnc3)Cc3nnnn3CCN3CCOCC3)cc2c1,13%[38.3 µM],0%,-8%[46.1 µM],14%,-0.8%,14%,-6%

(next part)
Compound,IMPase Li inh,Luc counter,NPSR antag,CBFb RUNX1 block,Epigenetic reg,Lamin A splicing,HttQ103 aggreg
COc1ccc(-c2nc(C#N)c(N3CCN(c4ccccc4)CC3)o2)cc1,12%,1%,-17%,-9%,-1.0%,-11%,-2%
Cc1cccc(S(=O)(=O)c2c(C)cc(C)nc2Cl)c1,0%,-1%,8%,0%,0.2%,5%[9.22 µM],-4%
CN1c2ccccc2C(C)(C)C12C=Nc1c(ccc3ccccc13)O2 (configuration not stated),16%[38.3 µM],-3%,-17%[46.1 µM],-27%,u,-6%,12%
Cc1cccc(N2C(=O)/C(=C\c3ccc(C(=O)O)cc3)c3ccccc3C2=O)c1,2%,3%,-51%,-6%,-1.6%,x,u
Cc1ccccc1NC(=O)CSc1nn2c(=O)c(C)nnc2s1,2%,0%,15%,-1%,-5.6%,x,6%
Cc1cc([N+](=O)[O-])cnc1N1CCOCC1,-4%,-3%,5%,2%,-0.9%,1%,7%
COC(=O)c1cc(C(=O)Nc2cc(C)ccn2)cc([N+](=O)[O-])c1,4%[38.3 µM],0%,-18%[46.1 µM],0%,2.6%,11%,x
COc1cccc(/C=C/C(=O)c2ccc(NS(=O)(=O)c3ccc(C)cc3)cc2)c1,5%,-1%,u,-14%,-1.1%,u,14%
NC(=O)c1cc2ccncc2c2ccccc12,x,x,-17%,15%,-3.1%,x,2.5µM*
CN(C)/C=C/C(=O)/C=C/c1ccc(Cl)cc1Cl,-5%,-3%,-6%,-5%,4.1%,x,-13%
CCC(C)N(C(=O)c1csnn1)C(C(=O)NCc1ccc(F)cc1)c1ccco1 (configuration not stated),-10%[38.3 µM],0%,-4%[46.1 µM],16%,-0.9%,-4%,5%
O=C(NCCN1CCOCC1)c1cccc(Cl)c1,4%,0%,-13%[46.1 µM],-1%,-2.0%,2%,-11%

Sorted by count of non-hydrogen atoms (ascending): some entries from above
Compound,IMPase Li inh,Luc counter,NPSR antag,CBFb RUNX1 block,Epigenetic reg,Lamin A splicing,HttQ103 aggreg
CN(C)/C=C/C(=O)/C=C/c1ccc(Cl)cc1Cl,-5%,-3%,-6%,-5%,4.1%,x,-13%
O=C(NCCN1CCOCC1)c1cccc(Cl)c1,4%,0%,-13%[46.1 µM],-1%,-2.0%,2%,-11%
COc1ccc(-c2nc(C#N)c(N3CCN(c4ccccc4)CC3)o2)cc1,12%,1%,-17%,-9%,-1.0%,-11%,-2%

Continuation:
Compound,IMPase Li inh,Luc counter,NPSR antag,CBFb RUNX1 block,Epigenetic reg,Lamin A splicing,HttQ103 aggreg
Cc1ccc(-c2csc3nc4cc(C(=O)NC5CCC(O)CC5)ccc4c(=O)n23)cc1 (configuration not stated),x,x,-55%,12%,3.3%,x,-24%[9.22 µM]
COCCNC(=O)C1CCC(Cn2c(=S)[nH]c3ccccc3c2=O)CC1 (configuration not stated),20%[38.3 µM],4%,-17%[46.1 µM],3%,3.6%,u,-12%
O=[N+]([O-])c1cccnc1NCc1cccs1,-5%,0%,6%,-9%,1.1%,x,-4%
CC(C)C1C(C#N)=C(N)Oc2n[nH]c(-c3ccccc3)c21 (configuration not stated),-10%,0%,-8%[46.1 µM],3%,-1.0%,2%,10%
Cc1ccccc1NC(=O)Nc1nnc(CC(=O)NCc2ccccc2)s1,8%,0%,20%,2%,-3.2%,-8%,9%
O=C(NC(=O)N1CCN(C(c2ccccc2)c2ccccc2)CC1)c1ccccc1,x,x,-19%,6%,-1.5%,x,8%[9.22 µM]
COCCCNC(=O)Cn1c(=O)n(Cc2ccccc2Cl)c(=O)c2cc(OC)c(OC)cc21,-6%,-1%,11%,-5%,-0.1%,-7%[46 µM],-10%
CS(=O)(=O)c1cccc(C(=O)NCc2ccc(F)cc2)c1,11%[38.3 µM],-4%,-5%[46.1 µM],-4%,1.0%,-1%,12%
O=C(CCSc1nc(-c2ccco2)cc(C(F)(F)F)n1)NCCc1ccccc1,20%[38.3 µM],0%,-20%[46.1 µM],12%,-0.8%,6%,-18%
Cc1ccccc1NC(=S)NCc1ccc(Cl)cc1,7%,-1%,-29%,1%,0.0%,-7%,25%
Cc1ccc(NC(=O)CSc2nnc(NC(=O)CN3CCOCC3)s2)cc1,19%[38.3 µM],-1%,8%[46.1 µM],0%,-1.1%,2%,u
COCc1cc(=O)n2c(-c3ccccc3OC)n[nH]c2n1,-3%[38.3 µM],-2%,8%[46.1 µM],9%,1.0%,-7%,11%

The list goes on.
Compound,IMPase Li inh,Luc counter,NPSR antag,CBFb RUNX1 block,Epigenetic reg,Lamin A splicing,HttQ103 aggreg
O=C(CSc1nnc(CNC(=O)C23CC4CC(CC(C4)C2)C3)n1-c1ccccc1)Nc1ccccc1,0%,2%,-16%,-3%,0.0%,-7%,18%
O=C1CSC(=Nc2cccc(Cl)c2Cl)N1Cc1cccnc1,x,x,27%,-4%,3.1%,x,-20%[9.22 µM]
CCOC(=O)c1sc(=S)n(CC)c1NC(=O)c1ccccc1,x,x,2%,2%,-0.8%,x,-20%[9.22 µM]
COc1ccc(CCN(/C=C2\Sc3ccccc3C2=O)C(C)=O)cc1OC,x,x,13%,-3%,4.7%,x,-1%[9.22 µM]
CC(=O)c1cccc(NC(=O)/C(=C\c2ccco2)NC(=O)c2cccs2)c1,7%[38.3 µM],-5%,-5%[46.1 µM],-1%,0.0%,9%,-8%
COc1ccc(N2CCN(C(c3cccs3)C(C)NS(=O)(=O)c3ccccc3)CC2)cc1 (configuration not stated),7%,9%,u,u,-0.9%,u,u
CC(=O)N1CCN(Cc2nc(-c3cccc(Cl)c3)no2)CC1,4%,0%,-10%,20%,3.2%,15%[46 µM],11%[9.22 µM]
CCOc1cc(/C=C2\SC(=Nc3ccc(F)cc3)N(c3ccc(F)cc3)C2=O)ccc1OCC(=O)O,12%,1%,u,11%,-1.0%,x,7%[9.22 µM]
COc1ccc(-n2c(C)cc(C=O)c2C)cc1Cl,8%[38.3 µM],0%,-9%[46.1 µM],-2%,-0.9%,6%,5%
Cc1ccc(N2C(=O)C(Cl)=C(NCc3ccccc3)C2=O)c(C)c1,12%[38.3 µM],0%,-15%[46.1 µM],u,0.0%,5%,-19%
O=c1c2[nH]c3ccccc3c2nc2n1CCCS2,2%,x,-6%,6%,2.6%,x,-19%
CCOc1ccc(S(=O)(=O)N2CCN(Cc3ccccc3)CC2)c2cccnc12,-13%[38.3 µM],0%,-16%[46.1 µM],-6%,0.8%,u,-15%

Going on with the list.
Compound,IMPase Li inh,Luc counter,NPSR antag,CBFb RUNX1 block,Epigenetic reg,Lamin A splicing,HttQ103 aggreg
COc1ccc(C2C(=O)N(C3CCCCC3)CC(=O)N2C2CCCCC2)cc1 (configuration not stated),35%[activator][38.3 µM],-2%,u,0%,2.0%&-0.8%,-14%[46 µM],-12%
COc1cc2[nH]c(=O)n(CCC(=O)NC3CCCC3)c(=O)c2cc1OC,27%[38.3 µM],3%,1%[46.1 µM],2%,2.2%,10%,-21%
O=C(Nc1ccc(F)cc1)NC1(C(=O)NCc2cccs2)CCCCC1,1%[38.3 µM],1%,0%[46.1 µM],3%,4.9%,-10%,9%
CCNC(=O)[C@H]1O[C@@H](n2cnc3c(N)nc(NCCc4ccc(CCC(=O)O)cc4)nc32)[C@H](O)[C@@H]1O,x,x,11%,11%,1.5%,x,22%[9.22 µM]
CCN(CCCNC(=O)C1CCC(=O)N1Cc1ccc(F)cc1)c1cccc(C)c1 (configuration not stated),6%[38.3 µM],0%,-10%[46.1 µM],-4%,-0.6%,-3%,0%
O=C1CCC(=O)N1c1ccccc1-c1ccccc1,-20%[38.3 µM],2%,-12%[46.1 µM],1%,6.7%,0%,-26%
O=c1c2ccccc2nc2c3ccccc3c(NCc3ccco3)nn12,32%[activator][38.3 µM],17%,u,4%,-0.1%,7%,5%
